PKA-R1A act = PKA-R1A complex activation; P00514+P68181; PKA-R1A dissociation, Cy5-IP20 fluorescence polarization; scaled: DMSO 0%, 113 µM cGMP 100%; activation, % at 11.4 µM; 340,000 tested, 0.083% active;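 active = percent activation above the mean of all tested compounds plus 3 SD, cut at about 19% in these data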;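 also: higher means more PKAc released from R1A so a rise in polarization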
MOR-DOR ag = agonists of human mu-delta opioid receptor heterodimerization; P35372+P41143; cells, OPRM1-OPRD1 heterodimerization, luminescence; activation, % at 9.3 µM; 340,000 tested, 0.3% active; in the data active = activation above about 18%;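 also: 0% = vehicle-treated cells and 100% = reference agonist; values of inactives mirror those of a sister screen read the other way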
AddAB inh = less growth of phage-infected E. coli with AddAB. E. coli expressing H. pylori AddAB, absorbance growth. 330,000 tested, 0.29% active. AID 435030. inhibition, % at 11.9 µM; in the data active = inhibition above about 12%;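 also: 0% = vehicle wells of infected cells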
HTR5A ag ctr = HTR5A agonism, opioid heterodimer counter-screen; P47898; HTR5A agonist assay, luminescence, cell-based; activation, % at 9.3 µM; 340,000 tested, 0.61% active; AID 504692; in the data active = activation mostly above about 9.5%, no sharp cut-off; inactive = mostly below about 7.6%;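 also: 0% = cells with vehicle only and 100% = reference agonist; strong numbers were not always called active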
HTR5A inv ctr = inverse agonist of human HTR5A in OPRM1-OPRD1 counter-screen. inhibition, % at 9.3 µM. 340,000 tested, 0.083% active. P47898. HTR5A cell line, luminescence, inverse agonism. AID 504634; in the data active = inhibition mostly above about 23%, no sharp cut-off; inactive = mostly below about 18%;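 also: 0% = cells with DMSO and 100% = no-cell wells with DMSO; some compounds called inactive have numbers as strong as hits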
MOR-DOR inv ag = mu-delta opioid heterodimer inverse agonism; cell-based MOR-DOR heterodimer luminescence; P35372+P41143; inhibition, % at 9.3 µM; AID 504357; 340,000 tested, 0.21% active; in the data active = inhibition above about 22%, passing the limit was not always enough;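 also: 0% = cells with DMSO and 100% = wells without cells with DMSO; values of inactives mirror those of a sister screen read the other way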
phage Ecoli inh = E. coli growth loss with phage present; growth absorbance; AID 651602; inhibition, % at 11.9 µM; 360,000 tested, 0.26% active; in the data active = inhibition above about 11%
PfHsp90 yeast 2 = reduces growth (ATP signal) of yeast expressing P. falciparum Hsp90; 310,000 tested, 0.32% active; inhibition, % at 9.4 µM; S. cerevisiae expressing PfHsp90, BacTiter-Glo ATP, 48 h; yeast lacking PDR1 and PDR3 efflux regulators;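 active = every replicate shows inhibition above about 80%, whatever the replicate mean, limit read from the data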;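 also: 0% = DMSO neutral controls and 100% = 20 µM radicicol positive controls; yeast relying on Plasmodium falciparum Hsp90 in place of its own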
SUMO Mot1 rescue = SUMOylation pathway inhibition by Mot1-301 growth rescue; S. cerevisiae Mot1-301 growth rescue, ATP luminescence, 38.5C; percent above DMSO median, 100 means doubled; 320,000 tested, 1% active; growth rescue, % at 18.8 µM;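 active = every valid replicate shows activation above 250% relative to neutral control wells; inactive = the rest, any valid replicate at or below 250%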;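 also: OY570 slx delta 5 strain wells were the positive control but not used for scaling; some compounds called inactive have numbers as strong as hits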
Ecoli viability = bacterial growth inhibition, counter-screen for AddAB inhibitors. E. coli V3065 growth, OD600 absorbance, 18 h. inhibition, % at 11.9 µM. 330,000 tested, 0.27% active. AID 449728;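 active = inhibition above the campaign's mean inhibition across all tested compounds plus 3 SD, cut at about 9.9% in these data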;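 also: uninfected addAB+ strain grown without phage in ampicillin broth; 0% = DMSO wells and 100% = ciprofloxacin 0.95 µg/ml wells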
DSG3 Ab inh = blocks pemphigus antibody binding to human desmoglein-3. P32926. DSG3-coupled beads, scFv-anti-DSG3-GFP binding, flow cytometry; hits give low values. binding (percent of control), % at 10 µM. 310,000 tested, 0.48% active. AID 588358;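 active = binding more than 3 SD below its plate's average and above zero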;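 also: hits lower antibody fragment binding to DSG3; some compounds called inactive have numbers as strong as hits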
Target sequence (P32926 whole entry, looked up, the tested form may be a part): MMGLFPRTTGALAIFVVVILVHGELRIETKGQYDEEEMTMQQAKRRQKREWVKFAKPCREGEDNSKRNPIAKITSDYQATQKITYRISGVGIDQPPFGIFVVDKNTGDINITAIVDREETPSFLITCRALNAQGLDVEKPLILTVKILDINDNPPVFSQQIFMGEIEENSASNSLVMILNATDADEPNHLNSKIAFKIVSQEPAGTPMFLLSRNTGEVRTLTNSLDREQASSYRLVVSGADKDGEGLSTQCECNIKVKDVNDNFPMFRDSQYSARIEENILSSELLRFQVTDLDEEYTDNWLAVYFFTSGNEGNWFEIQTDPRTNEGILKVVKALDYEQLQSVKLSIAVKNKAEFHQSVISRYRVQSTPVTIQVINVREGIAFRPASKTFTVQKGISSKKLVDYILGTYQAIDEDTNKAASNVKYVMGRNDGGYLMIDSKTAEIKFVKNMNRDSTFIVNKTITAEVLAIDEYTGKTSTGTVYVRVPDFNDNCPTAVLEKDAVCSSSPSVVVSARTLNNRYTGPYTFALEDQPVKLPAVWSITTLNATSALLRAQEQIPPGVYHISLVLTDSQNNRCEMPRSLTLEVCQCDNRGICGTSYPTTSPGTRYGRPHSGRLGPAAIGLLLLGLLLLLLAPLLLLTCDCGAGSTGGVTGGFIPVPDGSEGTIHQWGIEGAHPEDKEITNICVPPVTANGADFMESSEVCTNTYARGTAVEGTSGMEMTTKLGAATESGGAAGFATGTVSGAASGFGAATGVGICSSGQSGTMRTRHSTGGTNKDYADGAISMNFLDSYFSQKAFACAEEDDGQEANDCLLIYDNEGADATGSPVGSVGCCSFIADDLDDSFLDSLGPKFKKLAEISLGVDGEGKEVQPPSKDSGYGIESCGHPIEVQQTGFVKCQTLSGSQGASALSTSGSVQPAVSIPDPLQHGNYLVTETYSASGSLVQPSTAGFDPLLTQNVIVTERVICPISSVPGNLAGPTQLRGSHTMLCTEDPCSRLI
* hit, by the source's call; . = not tested or not shown; + = active, no number.

Letters: A = PKA-R1A act; B = MOR-DOR ag; C = AddAB inh; D = HTR5A ag ctr; E = HTR5A inv ctr; F = MOR-DOR inv ag; G = phage Ecoli inh; H = PfHsp90 yeast 2; I = SUMO Mot1 rescue; J = Ecoli viability; K = DSG3 Ab inh
1	CCC(OC(=O)CNS(=O)(=O)c1ccccc1)C(=O)c1ccccc1 (stereo unspecified)
  A = 10	B = 0.3	C = 2.9	D = 4	E = -17	F = -3	G = 3.3	H = 6	I = 5	J = 1.6	K = 124
2	Cc1ccc(CNC(=O)COC(=O)c2cc(=O)[nH]c3ccccc23)cc1
  A = 5	B = -4.2	C = -0.7	D = -1	E = -2	F = 16	G = 1.8	H = 23	I = -11	J = 1.6	K = .
3	Cc1cc(Cl)ccc1OCC(=O)Nc1ccccc1N1CCOCC1
  A = 1	B = 2.2	C = -0.9	D = 11	E = -8	F = -11	G = 0.9	H = 62	I = 16	J = -0.1	K = 97
4	O=C(Cc1ccccc1)NNC(=O)c1cccs1
  A = -10	B = -2.2	C = -0.5	D = 0	E = 7	F = 12	G = -0.9	H = -2	I = 5	J = 0.3	K = 103
5	COc1cc(-c2cc(C(=O)Nc3ccncc3)c3ccccc3n2)cc(OC)c1OC
  A = -16	B = 13	C = -1.8	D = 5	E = -13	F = -52	G = 1.2	H = -14	I = 11	J = -2.5	K = 97
6	COc1cc(NC(=O)C2CCCN2C(=O)C2CCC(C)CC2)cc(OC)c1OC (stereo unspecified)
  A = 6	B = -1.3	C = 1.9	D = -5	E = 14	F = 6	G = 2.0	H = -4	I = 3	J = 0.5	K = 109
7	CCOC(=O)c1cnc2ccc(OC)cc2c1Nc1ccc(N2CCN(C)CC2)cc1
  A = 8	B = -1.1	C = .	D = -4	E = 16	F = 5	G = 0.6	H = -1	I = -27	J = .	K = 95
8	c1ccc(-c2noc(CC3CCCCC3)n2)nc1
  A = -4	B = -1.5	C = 2.9	D = -9	E = 13	F = 8	G = 4.9	H = -9	I = -4	J = 2.5	K = 100
9	O=C(Nc1cc(F)ccc1F)c1ccc(-n2cncn2)c([N+](=O)[O-])c1
  A = -2	B = 4.8	C = 3.1	D = 8	E = -16	F = -31	G = 1.5	H = -1	I = 3	J = 1.3	K = 98
10	O=C(NC1CCCCC1)c1ccccc1NC(=O)C1CC(=O)N(c2ccc(Cl)cc2)C1 (stereo unspecified)
  A = -6	B = -2.5	C = -2.7	D = -4	E = 20	F = 13	G = 2.4	H = .	I = 116	J = 0.1	K = 95
11	CC(C)(C)c1ccc(-c2nnc(SCC(=O)NC3CC3)o2)cc1
  A = -7	B = -0.6	C = -0.3	D = 4	E = -15	F = 3	G = 2.9	H = -3	I = 5	J = -0.5	K = 106
12	CCCCCCCCNC(=O)c1cccnc1SCC(=O)Nc1ccccc1OC
  A = -5	B = 0.0	C = -0.7	D = 0	E = -13	F = 0	G = 1.5	H = 19	I = 15	J = -0.4	K = 101
13	COc1ccc(OC)c(N(CC(=O)Nc2ccc3c(c2)OCCO3)S(C)(=O)=O)c1
  A = -4	B = -3.2	C = -1.4	D = 0	E = 0	F = 16	G = 1.8	H = 4	I = 72	J = -0.2	K = 98
14	COCCNC(=S)N/N=C(\C)c1ccc(Cl)c(Cl)c1
  A = 1	B = -0.5	C = 1.5	D = -2	E = 2	F = 2	G = 2.4	H = -4	I = -8	J = 0.8	K = 101
15	CC12CN3CC(C)(CN(C1)C3c1ccccc1)C2O (stereo unspecified)
  A = 0	B = -1.8	C = 5.8	D = 0	E = -1	F = 8	G = -0.8	H = 4	I = -15	J = -0.2	K = 94
16	O=C1c2cccnc2C(O)N1C1CCCCC1 (stereo unspecified)
  A = -1	B = 0.1	C = 1.6	D = -1	E = 5	F = 0	G = 3.1	H = 25	I = 5	J = 0.7	K = 94
17	COc1ccc2nc(C)cc(Nc3ccccc3O)c2c1
  A = -5	B = -1.5	C = -0.4	D = 2	E = 8	F = 8	G = 4.2	H = -13	I = 11	J = -0.3	K = 103
18	Cc1ccc(-n2nnnc2-c2ccccc2Br)cc1
  A = .	B = .	C = 5.2	D = .	E = .	F = .	G = 1.3	H = .	I = 29	J = -2.3	K = 105
19	CN(C)C(=O)CN1C(=O)c2cccc3cccc1c23
  A = -8	B = -1.3	C = 1.9	D = 2	E = -6	F = 7	G = 0.1	H = -19	I = +	J = 0.5	K = 122
20	O=C(c1ccccc1)c1ccc2nc[nH]c2c1
  A = -4	B = -1.5	C = -0.1	D = 3	E = -11	F = 9	G = 2.3	H = -1	I = 65	J = -0.4	K = 102
21	Cc1ccc2c(c1)C(C)(C)[C@]1(C)NC(=O)CCN21
  A = -9	B = 0.1	C = -0.2	D = 2	E = 6	F = -1	G = 2.8	H = 2	I = 29	J = 4.4	K = 109
22	C/C(CCc1ccccc1)=N\NC(=O)C(=O)Nc1cccc(Cl)c1
  A = -10	B = -1.4	C = -0.2	D = -2	E = 7	F = 7	G = 1.2	H = -6	I = -10	J = 1.3	K = 99
23	COc1ccc(C(=O)NCCNc2nc3c(C)cccc3cc2C#N)cc1
  A = -1	B = -0.6	C = -1.0	D = -3	E = 11	F = 3	G = 1.4	H = 21	I = -9	J = 2.2	K = 113
24	COc1cc(NC(=O)CN(C)S(=O)(=O)c2ccc3c(c2)CC(C)N3C(C)=O)cc(OC)c1OC (stereo unspecified)
  A = -18	B = 1.2	C = 1.7	D = -2	E = -9	F = -6	G = -0.5	H = -26	I = 6	J = -3.1	K = 95
25	CC1CC(C)CN(CC(=O)N2c3ccccc3CCc3ccccc32)C1 (stereo unspecified)
  A = 1	B = -0.5	C = 2.5	D = -5	E = 15	F = 3	G = 1.1	H = 0	I = 3	J = -0.5	K = 96
26	Cc1cc(C)c(C)c(OCCOCCN2CCOCC2)c1
  A = -3	B = 0.0	C = 1.6	D = -8	E = 20	F = 0	G = 0.5	H = 9	I = 9	J = -0.5	K = 104
27	Cc1ccc(Cc2cc(-c3ccc(C)cc3)n[nH]c2=O)cc1
  A = .	B = .	C = 0.1	D = .	E = .	F = .	G = 0.4	H = 0	I = 286	J = -0.4	K = 100
28	COc1ccc(C(CCNCc2ccc(N(C)C)cc2)C(C)C)cc1 (stereo unspecified)
  A = -4	B = 3.6	C = 7.2	D = 2	E = 8	F = -19	G = 4.7	H = 6	I = -8	J = 1.3	K = 122
29	CCN1C(=O)[C@H]2[C@@H](c3ccc(-c4ccc(C(C)=O)cc4)cc3)N[C@@](C)(C(=O)OC)[C@H]2C1=O
  A = -3	B = -2.7	C = 0.1	D = -1	E = -4	F = 15	G = .	H = -16	I = 89	J = -2.1	K = 103
30	O=C1NC(=O)/C(=C/c2ccco2)N1
  A = -1	B = -3.3	C = 2.0	D = 8	E = -5	F = 18	G = 2.4	H = .	I = -7	J = 0.5	K = 106
31	CS(=O)(=O)Nc1ccc(S(=O)(=O)Nc2nccs2)cc1
  A = -7	B = 0.3	C = 1.4	D = 3	E = -11	F = -2	G = 0.5	H = 5	I = -3	J = 0.4	K = 100
32	CC(CC(=O)O)n1nnc2ccccc21 (stereo unspecified)
  A = 2	B = -0.4	C = -1.3	D = 1	E = 19	F = 2	G = 1.5	H = 5	I = 99	J = 0.8	K = 95
33	COc1ccc(NC(=O)/C(C#N)=C/c2ncc([N+](=O)[O-])n2C)c(OC)c1
  A = -3	B = 1.3	C = 1.6	D = -3	E = -4	F = -7	G = -1.8	H = 15	I = 4	J = 0.2	K = 96
34	CN(NC(=O)c1ccccc1Cl)c1ncc(C(F)(F)F)cc1Cl
  A = -7	B = -3.3	C = 1.6	D = 0	E = 1	F = 16	G = 3.5	H = -3	I = 24	J = 1.5	K = .
35	COc1ccc(-n2cnc3cc(C(=O)N4CCOCC4)ccc32)cc1
  A = -9	B = -0.5	C = 4.7	D = -3	E = -9	F = 2	G = 2.1	H = -21	I = 7	J = 0.9	K = 100
36	O=C(O)C1=C[C@@H](c2ccc(Br)cc2)C[C@@H](OCCCCO)O1
  A = -6	B = -1.8	C = 0.3	D = -3	E = -2	F = 10	G = 2.8	H = -13	I = -4	J = 0.9	K = 92
37	CN(CC(=O)Nc1ccc(S(N)(=O)=O)cc1)c1ccccc1
  A = 2	B = -0.2	C = 0.6	D = -1	E = -25	F = 1	G = 1.4	H = 10	I = 1	J = -1.7	K = 98
38	O=C(CN1CCCC1)N1c2ccccc2C=Cc2ccccc21
  A = 0	B = -1.0	C = 0.0	D = 3	E = 17	F = 5	G = 3.8	H = -6	I = 4	J = 1.4	K = 104
39	CCOC(=O)CN1N=C(c2ccc(Cl)cc2)CCC1=O
  A = -1	B = -1.4	C = -0.2	D = 6	E = -23	F = 6	G = -0.6	H = -12	I = -10	J = -1.8	K = 66*
40	CCOC(=O)c1cc(=O)c2ccc(OCC(=O)Nc3ccc(F)cc3)cc2o1
  A = -15	B = -2.7	C = -1.0	D = 4	E = 18	F = 13	G = 2.8	H = 8	I = 12	J = 1.0	K = .
41	O=C(NC(Cc1ccccc1)c1nc2ccccc2[nH]1)C1CC(=O)N(c2ccc3c(c2)OCCO3)C1 (stereo unspecified)
  A = -5	B = -1.2	C = -0.1	D = 3	E = 2	F = 7	G = 2.6	H = -5	I = -7	J = 0.2	K = 104
42	O=C(CNCCO)N1CCc2ccccc21
  A = -6	B = -1.9	C = 1.7	D = -2	E = 12	F = 9	G = 2.1	H = 25	I = -8	J = -1.6	K = 104
43	CCc1ccc(/C=C2/Sc3ccccc3N(CC(=O)NCCCN3CCOCC3)C2=O)cc1
  A = 2	B = -0.6	C = 1.8	D = 2	E = -3	F = 3	G = 2.1	H = 15	I = -25	J = -1.2	K = 119
44	COc1ccc(Cl)c(NCCC(=O)O)c1
  A = -2	B = -5.3	C = -2.4	D = 7	E = -20	F = 23	G = 2.4	H = 1	I = 2	J = -2.4	K = 99
45	CC(C)(C)c1ccc(C(=O)NC(CC(=O)O)c2ccc(OC3CCCC3)cc2)cc1 (stereo unspecified)
  A = 3	B = -0.5	C = -1.7	D = 3	E = -11	F = 3	G = -2.3	H = -4	I = -28	J = 0.7	K = 92
46	COc1ccccc1NC(=O)C(NC(=O)OC(C)(C)C)C(C)OCc1ccccc1 (stereo unspecified)
  A = 3	B = 5.0	C = 0.2	D = 0	E = -21	F = -27	G = .	H = 19	I = 5	J = 2.4	K = 101
47	COc1cccc(OC)c1OC(=O)c1ccccc1
  A = -4	B = -3.7	C = .	D = 1	E = -3	F = 19	G = 2.8	H = 29	I = .	J = .	K = 93
48	CN(C)c1ccc(/C=N/O)cc1
  A = -5	B = -3.3	C = 0.2	D = -4	E = 11	F = 16	G = -0.8	H = .	I = 5	J = 1.4	K = 108
49	COc1cc(/C=C(/C#N)c2nc3ccccc3[nH]2)ccc1OCC(=O)Nc1ccccc1C
  A = 2	B = 6.0	C = 1.1	D = 2	E = -8	F = -35	G = 1.2	H = -17	I = 12	J = -2.1	K = 93
50	O=C(CSc1nc2ccc([N+](=O)[O-])cc2[nH]1)NC1CCCCCC1
  A = -7	B = 2.3	C = 0.0	D = 0	E = -1	F = -12	G = 1.8	H = 5	I = -5	J = 0.4	K = 109
